Screening data: PubChem BioAssay, The Scripps Research Institute Molecular Screening Center
GPR7 antag – GPR7 receptor antagonists, primary screen, cell-based, fluorescence, single concentration; Neuropeptides B/W receptor type 1 (Homo sapiens), P48145; GPR7-expressing cells, fluorescence antagonist assay; inhibition, % at 4.4 µM; 1.1% of 290,000 active; AID 1861, 2009; in the data active = inhibition above about 16%, passing the limit was not always enough;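 note: cells stimulated with the agonist NPW; 0% = agonist with vehicle and 100% = vehicle without agonist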
Target sequence (P48145 whole entry, looked up): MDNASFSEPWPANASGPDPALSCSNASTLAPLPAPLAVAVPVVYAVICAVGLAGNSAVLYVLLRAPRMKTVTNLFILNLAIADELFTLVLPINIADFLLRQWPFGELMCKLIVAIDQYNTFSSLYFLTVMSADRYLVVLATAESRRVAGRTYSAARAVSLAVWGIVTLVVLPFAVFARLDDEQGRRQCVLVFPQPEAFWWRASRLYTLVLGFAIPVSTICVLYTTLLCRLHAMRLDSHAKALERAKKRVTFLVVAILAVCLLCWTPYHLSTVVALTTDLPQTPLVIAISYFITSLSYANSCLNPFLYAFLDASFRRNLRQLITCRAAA
M1 PAM parental – nonselective calcium activators in parental CHO-K1 cells, primary screen, counter-screen for M1 PAM project, cell-based, Fluo-8 calcium fluorescence, full deck, 1536-well | activation, % at 3 µM | 0.02% of 360,000 active | ATP EC20; 0% at ATP EC20, 100% at ATP max | AID 602247, 2012;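 active = activation above the run cutoff, the mean activation of all test compounds plus 3 SD, cut at about 40% in these data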;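 note: peak over basal fluorescence ratio in a 140 s read after ATP addition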
OXTR potentiate – human OXTR potentiators, primary screen, fluorescence, CHO-OTR cells, Fluo-8 calcium; activation, % at 3 µM; Oxytocin receptor (Homo sapiens), P30559; AID 2445, 2010; Fluo-8 calcium fluorescence, potentiator mode; 0% = oxytocin EC15, 100% = EC100; 0.061% of 320,000 active;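 active = activation above that plate's cutoff, the mean activation of tested compounds plus 3 SD, cut at about 6.6% in these data, passing the limit was not always enough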;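 note: 100% uses oxytocin at 75 nM as the full agonist control; some results filed as inactive read as strong as hits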
Target sequence (P30559 whole entry, looked up): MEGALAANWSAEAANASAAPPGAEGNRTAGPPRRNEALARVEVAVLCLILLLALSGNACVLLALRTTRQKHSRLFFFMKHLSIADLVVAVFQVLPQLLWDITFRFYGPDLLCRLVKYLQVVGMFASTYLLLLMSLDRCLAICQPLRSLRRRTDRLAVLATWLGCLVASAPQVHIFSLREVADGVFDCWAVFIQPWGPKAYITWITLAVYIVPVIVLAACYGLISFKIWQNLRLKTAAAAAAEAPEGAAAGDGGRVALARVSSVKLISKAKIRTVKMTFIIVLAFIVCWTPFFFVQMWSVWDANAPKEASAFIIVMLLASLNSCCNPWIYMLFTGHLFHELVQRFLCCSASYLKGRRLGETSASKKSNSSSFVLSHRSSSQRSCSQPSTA
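Material: CHO-OTR cells, human receptor; compound dosing: single dose, 3.0 µM nominal final compound concentration; schedule: 6 min compound pre-incubation at room temperature, 100 s kinetic read; measured by: kinetic Fluo-8 calcium fluorescence; read-out basis: % activation vs EC15 and EC100 oxytocin; controls: EC15 oxytocin alone as 0%, 75 nM oxytocin as 100%; replicates: singlicate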
CHO-K1 Ca antag – nonselective inhibitor or artifact in parental CHO-K1 cells; ATP-induced calcium, Fluo-8 fluorescence; inhibition, % at 3 µM; 0.6% of 360,000 active; AID 602250;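 active = inhibition above a per-plate cutoff, the plate's mean sample inhibition plus 3 SD, cut at about 24% in these data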;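 note: 0% = DMSO plus EC80 ATP and 100% = DMSO alone without ATP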
OXTR ag – human OXTR agonists, primary screen, fluorescence, CHO-OTR cells, Fluo-8 calcium. Oxytocin receptor (Homo sapiens), P30559. activation, % at 3 µM. 0.32% of 320,000 active. Fluo-8 calcium fluorescence; normalized: DMSO 0%, oxytocin 100%;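 active = activation above the mean of all tested compounds plus 3 SD, cutoff set per screening run, cut at about 20% in these data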;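 note: peak over basal fluorescence ratio from a 100 s FLIPR kinetic read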
TAAR1 antag – human TAAR1 antagonists, primary screen, Fluo-8 calcium fluorescence, CHO RD-HGA16 cells | Trace amine-associated receptor 1 (Homo sapiens), Q96RJ0 | antagonist | inhibition, % at 3 µM | 1.5% of 360,000 active;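 active = inhibition above a per-plate cutoff, the mean inhibition of test compounds on that plate plus 3 SD, cut at about 49% in these data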;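 note: 0% = DMSO plus EC80 beta-PEA response and 100% = DMSO alone without agonist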
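Material: CHO RD-HGA16 cells bearing hTAAR1; compound dosing: one-point dosing, 3 µM nominal final; schedule: dye loading 75 min at 37 °C, then 30 min room temperature; measured by: calcium fluorescence with Fluo-8; control set: vehicle and agonist controls; replication: n of 1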
CHO parental Ca – ATP-evoked calcium signal inhibitors, parental CHO, primary screen, counter-screen for OX1R antagonist project, cell-based, fluorescence, Fluo-8 calcium dye; inhibition, % at 5.6 µM; 0.63% of 330,000 active; parental CHO-K1, ATP-induced calcium, Fluo-8 fluorescence; AID 463079, 2010;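 active = inhibition above that plate's mean sample inhibition plus 3 SD, cut at about 26% in these data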;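 note: 0% = ATP-challenged DMSO wells and 100% = DMSO wells without ATP; some compounds past the cut are filed as inactive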
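Test system: untransfected parental CHO cell line; also added: ATP stimulus; dosing: 5.6 µM, single dose; signal: calcium-sensitive Fluo-8 fluorescence; measure: percent inhibition of ATP-evoked calcium rise, normalized to controls; benchmarks: low control ATP plus DMSO, high control DMSO only; replication: one well per compound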
V1R ag counter – agonists of human V1a receptor, primary screen, counter-screen for OXTR agonist project, fluorescence, CHO-V1R cells; Vasopressin V1a receptor (Homo sapiens), P37288; Fluo-8 calcium fluorescence, agonist mode; 0% DMSO, 100% 3 nM vasopressin; activation, % at 3 µM; 0.25% of 320,000 active; AID 2797, 2010;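 active = activation above the mean activation of all tested compounds plus 3 SD, per screening run, cut at about 20% in these data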;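 note: signal is peak over basal fluorescence ratio across a 100 second FLIPR read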
CHO-K1 Ca ag – counter-screen for M1 agonists: effect in parental CHO-K1 cells. AID 602248, 2012. 0.48% of 360,000 active. activation, % at 3 µM. Fluo-8 calcium fluorescence; scaled to maximal ATP response, vehicle zero; in the data active = activation above about 15%;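 note: untransfected CHO-K1 host cells lacking M1 receptor as counterscreen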
The depositor's hits bear a star; . = no result given.

The line under a structure holds: GPR7 antag, M1 PAM parental, OXTR potentiate, CHO-K1 Ca antag, OXTR ag, TAAR1 antag, CHO parental Ca, V1R ag counter, CHO-K1 Ca ag
> C/C(CCC1CC(C)OC1=O)=N\NC(N)=S (stereo unspecified)
  2.2, 16.9, -4.7, -11.2, 0.8, 8.8, -2.9, 0.6, 0.6
> COc1ccc2nc(SC(C)C(=O)NC3(C#N)CCCCC3)[nH]c2c1 (stereo unspecified)
  ., 6.2, -5.0, -14.3, 0.1, 8.1, -19.5, 1.4, 0.9
> O=C(N/N=C/c1cccnc1)c1ccc2c(c1)OCCO2
  -1.6, 16.6, -5.7, -9.8, -0.7, 8.8, -7.9, 0.6, 0.7
> CCN(Cc1nc2ccccc2c(=O)[nH]1)C(=O)c1cccc(S(=O)(=O)N2CCc3ccccc32)c1
  ., -10.2, -11.4, -6.7, 1.7, 27.5, -27.8, 8.9, 1.0
> Cc1ccc(S(=O)(=O)CNC(=S)c2cccc(Cl)c2)cc1
  -2.3, 11.7, -14.0, 2.1, 0.9, -8.1, -4.9, 3.1, 1.7
> O=c1[nH][nH]cc1C=Nc1ccc(Cl)cc1
  -9.8, 26.9, -9.9, -4.0, -0.7, -0.4, -6.7, 0.1, 11.5
> O=C(NC(=S)Nc1nc(-c2ccc([N+](=O)[O-])cc2)cs1)c1ccco1
  -6.7, 19.9, -6.1, -10.8, 0.5, 0.0, -5.6, 0.2, 1.4
> CC1CCc2[nH]c3ccc(C(=O)NCCCOC(C)C)cc3c2C1 (stereo unspecified)
  -9.5, 5.3, -4.4, -9.2, -1.0, 1.5, -21.0, -1.2, 0.1
> O=c1cc(O)n(C2CCCCCC2)c(=O)[nH]1
  -5.7, 4.6, -12.3, -8.0, -0.1, -2.2, -4.0, 0.7, 0.1
> CCOC(=O)C1CCCN(C(=O)C2CCN(S(=O)(=O)c3cnc[nH]3)CC2)C1 (stereo unspecified)
  -6.3, -5.0, -9.8, 12.9, -0.2, 7.4, -1.1, 1.5, -0.4
> Cc1sc(NC(=O)c2ccccc2)c(C(=O)NC(C)C)c1C
  2.9, 9.3, 4.1, -13.9, -1.4, 13.7, -10.6, -0.6, 0.1
> C[C@H](c1ccccc1)N1C[C@H](COCc2ccccc2)Oc2cc(N3CCC[C@H]3CO)ccc2S1(=O)=O
  ., -9.7, ., 21.5, ., 24.4, ., ., 2.9
> COc1ccc(N2CCN(S(=O)(=O)c3ccc4oc(=O)ccc4c3)CC2)cc1
  15.0, 20.2, -20.2, -9.0, 0.3, -15.6, 2.7, -0.6, 1.6
> O=S1(=O)CC(N2CCC(Cc3ccccc3)CC2)CN1Cc1ccccc1 (stereo unspecified)
  ., 19.9, ., 10.9, ., -10.0, ., ., 5.0
> C[C@@H]1CN([C@@H](C)CO)C(=O)CCCn2nncc2CO[C@@H]1CN(C)C(=O)C1CCCCC1
  ., 16.3, ., -9.7, ., -3.4, ., ., 0.2
> Cc1cc(C)n(-c2ccc(Cl)c(C(=O)OCC(N)=O)n2)n1
  -8.8, 20.8, -1.6, -15.2, -1.3, 18.1, -11.8, -0.8, 0.2
> Cc1ccc2c(c1)N(CC(=O)NCCCc1ccccc1)C(=O)c1cccnc1O2
  -9.8, 6.8, -11.7, 10.1, 0.0, 72.6*, -8.2, 2.1, 4.8
> CCCn1nnnc1SCC(=O)NCc1ccc2c(c1)OCO2
  -2.5, 16.6, -2.9, -10.0, -0.2, 2.9, -11.9, 0.2, 0.1
> COC(=O)CN1C(=O)[C@H]2[C@@H](c3ccc(C)o3)N3C(=O)CN(CC4CC4)C(=O)[C@@]3(C)[C@H]2C1=O
  -1.2, 18.1, -4.6, -22.1, -0.6, -8.7, -14.2, 0.9, 0.9
> COc1ccc(C2NS(=O)(=O)N=C2N)cc1 (stereo unspecified)
  -6.8, 8.9, -1.2, 4.8, 0.0, -2.3, -8.3, 0.2, 0.6
> CN(C)C(=O)CCSc1nnc(-c2ccncc2)o1
  -1.7, 6.8, -7.5, -11.3, -0.4, -10.8, 1.9, 0.6, 0.4
> COc1cccc2cc(CC(=O)c3cc(C)ccc3C)c(=O)oc12
  -4.8, 7.4, -8.8, 6.4, -0.4, 58.4*, -11.5, 1.3, 7.6
> COc1ccc(C2SCCN2C(=S)Nc2ccc(F)cc2)cc1 (stereo unspecified)
  -1.4, -1.1, -7.9, -4.6, 3.4, 9.7, -1.2, 2.0, 1.4
> COc1cc(CNCCN2CCOCC2)ccc1OCc1ccc(Cl)cc1Cl
  18.0, 17.4, -12.8, -4.8, 14.4, -3.3, -14.1, 8.6, 2.1
> Nc1ccc2oc(=O)c3ccccc3c2c1
  -11.1, 0.8, -19.7, 1.4, 0.8, -4.2, 3.2, -0.2, 0.0
> Cc1ccc(NC(=O)CSCC#N)cc1
  -8.3, 1.3, -1.0, 1.3, 1.0, 19.2, 9.5, 0.2, 0.1
> C=CCOC(=O)C1=C[C@@H](c2csc3ccccc23)C[C@@H](OCc2ccc(CO)cc2)O1
  -10.8, 20.1, -7.2, -7.8, 0.7, -14.7, -20.9, 0.1, 1.2
> CCC1=NN2C(=N)/C(=C\c3ccc(SCc4ccco4)o3)C(=O)N=C2S1
  4.7, 1.6, -13.7, -5.6, 15.5, 4.8, 12.0, 19.1, 4.6
> CNN/C(N=Cc1ccc([N+](=O)[O-])s1)=N\S(=O)(=O)c1cc(C)c(Cl)cc1SCc1ccccc1
  ., -12.6, ., -1.3, ., 6.2, ., ., 0.0
> C=CCN(C(=O)c1ccccc1)C1CCS(=O)(=O)C1 (stereo unspecified)
  -6.4, 21.1, 6.4, -4.0, 0.4, -1.4, 4.4, -0.6, 6.3

Single values from the entries so far:
Cc1ccc2c(c1)N(CC(=O)NCCCc1ccccc1)C(=O)c1cccnc1O2 | OXTR ag = 0.0
COc1cccc2cc(CC(=O)c3cc(C)ccc3C)c(=O)oc12 | GPR7 antag = -4.8

Next part:
The line under a structure holds: GPR7 antag, M1 PAM parental, OXTR potentiate, CHO-K1 Ca antag, OXTR ag, TAAR1 antag, CHO parental Ca, V1R ag counter, CHO-K1 Ca ag
> CC1CCN(S(=O)(=O)c2cc3c4c(c2)CCN4C(=O)CC3)CC1
  ., -3.0, -15.0, 4.8, -1.1, -1.5, -19.3, 0.0, 1.3
> CC(=O)Nc1ccc(NC(=O)C2CCN(C(=O)NC3CCCCC3)CC2)cc1
  -1.2, 1.4, 0.2, -6.8, 0.7, -2.4, -6.7, 0.9, 0.6
> Cc1ccc(NC(=O)/C=C\C(=O)O)c([N+](=O)[O-])c1
  9.1, 13.0, -11.4, -11.5, -0.5, -25.9, 6.5, 0.7, 0.0
> CCOC(=O)C(C)Sc1ncnc2c1nnn2-c1ccc(F)cc1 (stereo unspecified)
  43.9*, 7.2, -1.7, -4.5, -1.7, 18.0, -5.6, -0.9, 0.4
> CC(C)c1ccc(S(=O)(=O)c2ccc(NN)cc2)cc1
  -0.1, -8.4, ., 8.7, ., 13.5, ., ., 0.7
> COc1ccc(OC)c(NC(=O)Cn2c(CCC(=O)O)ccc2-c2cccs2)c1
  3.7, 6.8, -6.3, 13.2, 0.4, -9.9, -14.9, 1.8, 0.6
> CC(C)N(C(=O)Cn1cc(SCC(=O)NCc2ccco2)c2ccccc21)C(C)C
  5.1, -10.9, -2.4, -9.6, -0.4, -28.8, -28.3, -1.3, 0.1
> CCOc1ccc(NC(=O)CN(Cc2ccccc2)S(C)(=O)=O)cc1
  -14.6, 15.6, -9.7, -11.9, -0.1, 2.1, -3.6, -0.4, 0.3
> Cc1cc(F)ccc1-c1cc(C(=O)NCc2cccc(C(F)(F)F)c2)[nH]n1
  ., 12.7, ., -7.3, ., -16.1, ., ., 0.7
> CCCCOC(=O)c1ccc(-c2ccc(/C=N/NC(=S)NCC)o2)cc1
  -6.9, 6.6, 1.3, 1.9, 1.9, -2.0, -15.3, 0.8, -0.7
> CCOC(=O)C1CCN(c2c(NCCC(C)C)c(=O)c2=O)CC1
  -1.4, 3.2, -1.8, -13.0, 1.4, -8.2, -7.2, 1.1, 0.6
> Cc1cccc(C)c1NC(=O)CC(NCCc1ccccc1)C(=O)O (stereo unspecified)
  -9.0, 18.7, -3.1, -2.9, 0.8, -33.1, 3.9, 0.8, 0.2
> Cn1c(=NC(=O)CSCC(=O)N2CCOCC2)sc2ccccc21
  -3.8, 24.0, -2.9, -16.8, -0.6, -12.2, 3.7, -0.2, 3.3
> Cc1nc(SCc2ccc(C#N)cc2)n[nH]1
  1.8, 12.4, -11.2, -4.9, 0.5, 2.0, -2.7, -1.4, 0.4
> CCCCn1c(SCC(=O)Nc2cc(C)[nH]n2)nc2ccsc2c1=O
  5.7, 14.4, -2.6, -10.0, -0.7, 16.0, -33.8, -0.7, 1.3
> COc1ccc(CCNc2nc(-c3sc(C)nc3C)cs2)cc1OC
  -2.6, 14.9, -22.1, -2.6, 7.5, 7.7, 16.4, 4.9, 0.5
> NC(=O)C1CCN(C(=O)c2ccc(NS(=O)(=O)c3ccc(F)c(F)c3)cc2)CC1
  ., 9.3, -3.4, 3.1, 0.4, 8.8, -1.3, -0.2, 5.1
> O=C(c1ccc(S(=O)(=O)N2CCCC2)cc1)N(c1ccccc1)C1C=CS(=O)(=O)C1 (stereo unspecified)
  -0.5, -16.5, -11.2, 14.2, 0.2, 0.8, -4.4, 2.0, 0.2
